Screening data deposited in PubChem by several laboratories.
BoNT A protease – blocks Botulinum neurotoxin A light chain protease; inhibition, % at 10 µM; 360,000 compounds, 0.17% hits; AID 588499; multiplex microsphere protease substrate cleavage, flow cytometry; further: plate controls were buffer without enzyme for full effect and enzyme alone for no effect
FadD28 FP inh – inhibitors of Mycobacterium tuberculosis FadD28 bisubstrate binding. FadD28 bisubstrate probe binding, fluorescence polarization. inhibition, % at 12.5 µM. 360,000 compounds, 0.22% hits; in the data active means inhibition above about 8.5%, passing the limit was not always enough; inconclusive means no clear call, values can overlap the other calls
Yp Topo-I inh – blocks Yersinia pestis topoisomerase I activity; Y. pestis Topo-I cleavage product accumulation, plate reader; activity, % at 10 µM; 360,000 compounds, 0.064% hits; in the data active means activity above about 50%, passing the limit was not always enough; inconclusive means no clear call, values can overlap the other calls; further: inactives centre near 2
PfHsp40 rescue – rescue of PfHsp40-mediated yeast toxicity. 340,000 compounds, 0.68% hits. S. cerevisiae expressing PfHsp40, growth rescue, ATP luminescence. growth rescue, % at 12.5 µM; in the data active means growth rescue above about 28%, passing the limit was not always enough; inconclusive means no clear call, values can overlap the other calls;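 further: yeast W303a lacking pdr1 and pdr3 grown in galactose medium; growth measured after three days at 30 °C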
Anthrax LF inh2 – blocks Bacillus anthracis lethal factor protease; P15917; multiplex microsphere protease cleavage assay, LF; inhibition, % at 10 µM; 360,000 compounds, 0.12% hits; further: plate controls were buffer without enzyme for full effect and enzyme alone for no effect
BoNT-F LC inh – BoNT F light chain protease inhibition; Multiplex microsphere protease cleavage assay, flow cytometry; inhibition, % at 10 µM; 360,000 compounds, 0.22% hits; AID 588497; in the data active means inhibition above about 35%, passing the limit was not always enough; inconclusive means no clear call, values can overlap the other calls; further: plate controls were buffer without enzyme for full effect and enzyme alone for no effect
TcdB GH inh – blocks C. difficile toxin B glycohydrolase activity; inhibition, % at 9.99 µM; TcdB glycohydrolase enzymatic assay, plate reader; AID 652162; 350,000 compounds, 0.24% hits; P18177; in the data active means inhibition above about 10%
CCHFV vOTU inh – blocks the CCHF virus ovarian tumor domain protease; CCHFV vOTU protease, Pep-AMC fluorescence; AID 651958; inhibition, % at 11.5 µM; 370,000 compounds, 0.55% hits; in the data active means inhibition above about 30%; further: 0% = vehicle wells with enzyme and 100% = no enzyme wells
PrPC TRFRET – reduces human prion protein on the cell surface; 370,000 compounds, 0.43% hits; AID 720596; inhibition, % at 13.8 µM; P04156; cell surface PrPC, TR-FRET read-out; in the data active means inhibition above about 24%; further: 0% = median of the test wells and 100% = reference compound wells
Active calls of the source: *; ? = inconclusive; . = not tested or not shown. Unless noted, no stated cut-off is given here; in the data, active means inhibition above about 30%; inconclusive means no clear call, values can overlap the other calls; inactive means below that.

SMILES | BoNT A protease | FadD28 FP inh | Yp Topo-I inh | PfHsp40 rescue | Anthrax LF inh2 | BoNT-F LC inh | TcdB GH inh | CCHFV vOTU inh | PrPC TRFRET
CCOC(=O)N1CCc2c(sc3c2c(=O)n(Cc2ccccc2)c(=O)n3CC(=O)NCC2CCCO2)C1 (configuration not stated) | 0.7 | -0.3 | 23 | 3.3 | 3 | 2 | 1.1 | 2 | 4
COCCCNC(=O)C(=O)Nc1cc2c3c(c1)CCN3C(=O)CC2 | -1.8 | -2.3 | -7 | 1.2 | 0 | -2 | -0.4 | 7 | -4
CCOc1ccc(/C=N/OC(C)C(=O)NCc2ccc3c(c2)OCO3)cc1 (configuration not stated) | -0.3 | -18 | 13 | 1.5 | -2 | 1 | 1.6 | 4 | 1
Cc1ccccc1S(=O)(=O)NC(=O)C1(C)CCN1C(=O)C/C=C/c1ccccc1 (configuration not stated) | -0.2 | -1.6 | 3 | . | 1 | 1 | 0.9 | 17 | 0
COc1cc(C(=O)Nc2nc(OC)c(-c3ccccc3)c(OC)n2)cc(OC)c1OC | 0.3 | 0.1 | -4 | 0.7 | 5 | 0 | . | 1 | 8
O=S(=O)(NCc1ccc(C(F)(F)F)cc1)c1ccc(-n2cnnn2)cc1 | -0.2 | -3.9 | -8 | 0.0 | -1 | 3 | -0.1 | 7 | -10
CCCCNC(=O)c1ccc(CS(=O)(=O)c2ccccc2OC)o1 | -3.1 | -2.0 | 0 | -1.2 | -11 | -2 | 1.0 | 1 | -5
CCOC(=O)c1ccc(NC(=O)NCc2c(C)nn(CC)c2C)cc1 | 0.3 | -1.8 | -3 | -0.1 | 9 | -2 | -0.4 | -4 | 1
CCOC(=O)c1cc(-c2ccccc2C)nn1CC1CC(c2cccnc2)=NO1 (configuration not stated) | -0.4 | -1.5 | 29 | 2.2 | -7 | -10 | 0.9 | -6 | -6
CCn1c(SCC(=O)NCC2CCCO2)nc2c([nH]c3ccccc32)c1=O (configuration not stated) | -2.3 | -2.7 | 9 | -0.5 | -2 | 1 | 1.0 | 16 | -2
CC(=O)ON=C1C=CC(=C(C#N)c2ccccc2)C=C1 | -0.8 | -1.8 | . | . | -1 | -12 | 4.3 | 2 | -2
CCCCC1CCC(C(=O)NCC(c2ccco2)N2CCOCC2)CC1 (configuration not stated) | -0.8 | -4.6 | 26 | 0.8 | -1 | -3 | 1.4 | 6 | 0
CCCc1cc(C(=O)N(C)CC(=O)Nc2ccc(OCC)c(OCC)c2)sc1C | 2.0 | -0.3 | 4 | 3.5 | 0 | 11 | 1.4 | 17 | 2
Cc1cccc(CN2CCCC(C(=O)c3ccc4c(c3)OCO4)C2)n1 (configuration not stated) | 1.0 | 0.1 | 11 | 2.0 | -6 | -2 | 1.5 | -11 | 0
CCn1c(O)c(C=NCc2ccccc2)c(=O)[nH]c1=S | 0.8 | 3.7 | 5 | 0.8 | 1 | -1 | 0.9 | 0 | -6

Whole records from above. Order of values: BoNT A protease	FadD28 FP inh	Yp Topo-I inh	PfHsp40 rescue	Anthrax LF inh2	BoNT-F LC inh	TcdB GH inh	CCHFV vOTU inh	PrPC TRFRET
`CCCc1cc(C(=O)N(C)CC(=O)Nc2ccc(OCC)c(OCC)c2)sc1C` in the list: 2.0	-0.3	4	3.5	0	11	1.4	17	2
`Cc1ccccc1S(=O)(=O)NC(=O)C1(C)CCN1C(=O)C/C=C/c1ccccc1` (configuration not stated) in the list: -0.2	-1.6	3	.	1	1	0.9	17	0
`Cc1cccc(CN2CCCC(C(=O)c3ccc4c(c3)OCO4)C2)n1` (configuration not stated) in the list: 1.0	0.1	11	2.0	-6	-2	1.5	-11	0
`COc1cc(C(=O)Nc2nc(OC)c(-c3ccccc3)c(OC)n2)cc(OC)c1OC` in the list: 0.3	0.1	-4	0.7	5	0	.	1	8

More results
SMILES | BoNT A protease | FadD28 FP inh | Yp Topo-I inh | PfHsp40 rescue | Anthrax LF inh2 | BoNT-F LC inh | TcdB GH inh | CCHFV vOTU inh | PrPC TRFRET
CN(C)CCCOc1nc2c(c(=O)n(C)c(=O)n2C)n1C | 0.0 | -1.2 | 1 | -2.3 | 9 | 0 | . | 12 | 7
COCC(=O)N1CCC(Oc2ccc(C(=O)NC3CCOC(C)(C)C3)cc2)CC1 (configuration not stated) | 2.1 | 0.3 | 8 | -1.9 | -3 | 2 | 0.2 | -5 | -1
Cc1ccc(CNC(=O)CSc2nc(C)cc(C)c2C#N)cc1 | 1.7 | -0.9 | 0 | 8.3 | -15 | -4 | . | 0 | -3
CN(C)C(=S)Nc1ccc2ccccc2c1 | -1.0 | -3.0 | -1 | -1.3 | 0 | -2 | . | -7 | 6
CC(C)CC(=O)Nc1ccc(OCC(=O)O)cc1 | -0.7 | -0.6 | 1 | -0.5 | -7 | -4 | . | -16 | -8
COc1cccc(/C=C/C(=O)OCC(=O)Nc2cccc(S(=O)(=O)NC3=NCCCCC3)c2)c1 | 0.0 | -4.5 | 30 | 0.3 | -5 | -9 | 0.8 | 6 | -4
O=C(C1CC1c1ccccc1)N1CCN(c2cccc(Cl)c2)CC1 (configuration not stated) | -0.4 | -8.2 | -6 | 7.8 | -4 | 2 | . | 9 | 6
CCOc1cc(/C=C/c2cccc[n+]2C)ccc1OCC(=O)Nc1ccc(C)cc1 | -2.5 | -4.6 | -5 | 0.0 | 1 | -28 | 0.3 | 3 | -16
O=C(c1ccccc1)N1CCN(C2c3cccc4cccc(c34)C2NS(=O)(=O)c2ccccc2)CC1 (configuration not stated) | -2.7 | -1.2 | 19 | 1.9 | -2 | -6 | . | -2 | -8
Cc1ccccc1-c1nc(CS(=O)(=O)CC(=O)NCCCN2CCCC2)c(C)o1 | -0.5 | -5.4 | 5 | -1.4 | -3 | -12 | -0.2 | 1 | -5
Cc1ccc(NC(=O)CCN2C(=O)c3cccc4cccc(c34)C2=O)cc1 | -0.1 | -0.4 | -2 | -1.0 | -2 | -2 | -1.8 | -6 | 1
CCCn1cc(S(=O)(=O)c2ccc(OC)cc2)c(=O)c2cc(OC)ccc21 | 0.0 | -4.3 | -4 | 1.0 | 2 | -2 | 0.5 | 8 | -4
O=C(NNC(=S)Nc1ccc(Cl)c(Cl)c1)c1ccccn1 | 0.6 | -1.8 | -3 | ? | 3 | 7 | 0.9 | -4 | 11
Clc1ccc(-c2csc3ncnc(NCCN4CCOCC4)c23)cc1 | -0.8 | 0.4 | 15 | -2.3 | -3 | -29 | . | 7 | 8
CCOC(=O)Cn1cc(/C=C/[N+](=O)[O-])c2ccccc21 | 4.2 | -1.0 | -5 | -0.1 | -1 | 1 | 0.4 | 7 | -9
O=C(NCc1nnc(SCC(=O)N2CCCC2)o1)c1ccc(F)cc1 | -3.4 | -0.5 | 4 | -0.8 | 2 | -8 | 1.3 | 8 | 5
CCOc1cc(/C=N/NC(=O)c2ccccc2-n2cccc2)ccc1O | 1.8 | -2.9 | 0 | 0.3 | 3 | 2 | 0.8 | 5 | 2
CCS(=O)(=O)c1nc(S(=O)(=O)c2ccc(C)cc2)c(N2CCC(C)CC2)s1 | -0.9 | 0.5 | 21 | 1.2 | -1 | -4 | 2.8 | 5 | -2
CC(C)(C)c1ccc(CC(=O)N2CCC2(C)C(=O)N2CCCCC2)cc1 (configuration not stated) | -0.3 | -0.3 | 21 | . | -2 | -8 | 1.2 | 5 | -11
C/C(=N\NC(=O)c1cc(O)cc(O)c1)c1ccc(NC(=O)Cc2ccccc2)cc1 | -1.3 | ? | -11 | 0.2 | -1 | -19 | 0.0 | 4 | -7
O=C(CSC1=NS(=O)(=O)c2ccccc2N1)Nc1ccccc1F | -0.5 | 0.3 | 6 | -1.4 | 0 | 12 | 1.7 | 8 | -6
OCC[C@@H]1C[C@@H](O)[C@H](O)[C@@]2(Cc3ccccc3CCO2)O1 | 0.2 | -2.9 | -4 | 5.4 | 0 | -8 | 0.8 | 4 | -3
CCN(CC(=O)N1CCN(Cc2ccccc2)CC1)S(=O)(=O)c1ccccc1 | 0.2 | -4.1 | 0 | -0.4 | 1 | 4 | 1.7 | 1 | -2
CCOC(=O)N1CCN(C(=O)CN(c2ccc(C)cc2)S(=O)(=O)c2c(C)noc2C)CC1 | -0.6 | 0.6 | 8 | 2.8 | -2 | -35 | . | 3 | 0
CCN(CC)CCN1C(=O)C(O)=C(C(=O)c2cc3cccc(OC)c3o2)C1c1ccc(F)cc1 (configuration not stated) | -6.3 | 0.5 | -15 | 0.3 | 9 | ? | 0.9 | -10 | -10
O=C(NCCN1CCCCC1)Nc1ccc(F)cc1 | 2.1 | -0.6 | 8 | -1.4 | 4 | -12 | 0.8 | -8 | -7
CC(=O)C1=C(O)C(=O)OC1c1ccc(C)cc1 (configuration not stated) | 0.8 | -0.8 | 8 | -1.0 | -5 | -5 | 0.1 | -2 | 4
Nc1oc2ccccc2c1C(=O)Cc1ccccc1O[C@@H]1O[C@H](CO)[C@@H](O)[C@H](O)[C@H]1O | -0.2 | -4.3 | -4 | 3.5 | -3 | -4 | 0.0 | -3 | 0
Cc1ccc(NC(=O)CSc2nnc(CNC(=O)c3ccco3)n2C)cc1 | 2.3 | -0.2 | -4 | -1.0 | 8 | 14 | 1.6 | -7 | 8
COc1ccc(OCc2nnc(SCC(=O)Nc3oc(C)c4c(C)n[nH]c(=O)c34)n2C)cc1 | -0.3 | -3.9 | 2 | . | 0 | 3 | 0.3 | 20 | -11
O=C(CNC(=O)c1ccccc1)OCC(=O)c1cccs1 | 0.4 | -1.9 | -1 | -0.9 | -2 | 5 | 2.2 | -13 | 0
CCOC(=O)c1nc(S(C)(=O)=O)ncc1N1CCOCC1 | 1.7 | -1.8 | -4 | 2.6 | -1 | 9 | . | -16 | -4
CCOC(=O)C1CCCN(C(=O)CCc2nnc(-c3ccc(C(C)=O)s3)o2)C1 (configuration not stated) | -0.7 | -0.9 | -6 | -1.5 | -1 | -1 | -1.1 | 11 | -6
Cc1ccc(Cn2c(C(C)Nc3nc(-c4ccc(F)cc4)cs3)nc3cc(C(F)(F)F)ccc32)cc1 (configuration not stated) | -0.1 | -2.2 | -17 | -0.9 | -3 | -3 | -0.3 | 15 | -1
COc1cc(C)c(C(C)C)cc1S(=O)(=O)N1CCOCC1 | -0.6 | -4.7 | 5 | 0.0 | -2 | -1 | . | 4 | -8
COc1ccc(C(=O)NCCc2nnc3ccc(SCC(=O)NCc4ccccc4)nn23)cc1 | 2.4 | -0.8 | 0 | -0.9 | 2 | 2 | 0.3 | 10 | -6
O=C1c2ccccc2C(=O)c2[nH]c(=O)[nH]c21 | -3.0 | 0.0 | 0 | -1.3 | 9 | ? | -3.3 | 79* | -20
CCN(CC)CCN(C(=O)c1cccc([N+](=O)[O-])c1)c1nc2ccc(OC)cc2s1 | 2.6 | 0.4 | -8 | -1.2 | 0 | -3 | 1.1 | 7 | -18
O=C(COc1ccccc1Br)NCc1ccco1 | -0.7 | -0.8 | 2 | -0.5 | 0 | 0 | . | 9 | 0
CC(C)N(C)c1ncnc2c1ncn2[C@H]1CN(CCc2ccccc2)C[C@@H](CO)O1 | -0.2 | -1.9 | 19 | . | -6 | -2 | 1.2 | 2 | -8
COC(=O)/C=C1/S/C(=N/NC(=O)c2ccc(Cl)cc2Cl)NC1=O | -0.4 | -2.2 | -3 | . | -2 | -6 | 1.2 | 8 | -1
CCC(C(=O)NC(C)(C)C)N(Cc1ccccc1Cl)C(=O)c1snc(C(N)=O)c1N (configuration not stated) | -1.3 | 1.2 | 4 | -0.3 | -5 | ? | 0.7 | -14 | -9
CCCn1c(C(O)c2ccc(C)cc2)nc2ccccc21 (configuration not stated) | -0.4 | -0.2 | 3 | -0.3 | 1 | 9 | 1.7 | -6 | 7

Look-ups from the results shown:
COc1cc(C)c(C(C)C)cc1S(=O)(=O)N1CCOCC1 in BoNT-F LC inh = -1
CCOC(=O)C1CCCN(C(=O)CCc2nnc(-c3ccc(C(C)=O)s3)o2)C1 (configuration not stated) in Yp Topo-I inh = -6
